Tau fibril ThT = blocks human tau fibril formation measured by thioflavin T | recombinant tau K18 P301L, heparin-induced fibrillization, ThT fluorescence | AID 1460 | actives 2.1% (n = 270,000) | Potency, µM (doses to about 57.4 µM), inactives show top-dose activity, negative = inhibition, most hits filed as inhibitors | P10636; further: on the % scale 0 is the no-effect control and ±100 the full control effect; nearly all actives have a fitted effect of over 55% in size
Target sequence (P10636 561-689 P618L limits assumed): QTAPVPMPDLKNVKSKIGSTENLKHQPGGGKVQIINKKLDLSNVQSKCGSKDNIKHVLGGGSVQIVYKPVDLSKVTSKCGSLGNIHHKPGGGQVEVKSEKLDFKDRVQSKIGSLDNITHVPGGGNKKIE
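Using a mix of unlabeled (15 uM) and Alexa 594-labeled (0.24 uM) tau K18 P301L, heparin-triggered fibrillization over 6 hr at 37 C was scored by ThT fluorescence.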
Tau FP inhib = blocks human tau fibril formation measured by polarization; P10636; K18 P301L tau heparin fibrillization, Alexa594 FP, 6 h; Potency, µM (doses to about 57.7 µM), without a hit: at the top dose activity, negative = inhibition, actives largely listed as inhibitors; actives 0.39% (n = 280,000); further: on the % scale 0 is the no-effect control and ±100 the full control effect; nearly all actives have a fitted effect of over 55% in size
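Recombinant K18 P301L […], labeled with Alexa 594 at 0.24 uM over 15 uM unlabeled; heparin inducer 20 uM final; 37 C, 6 hr; FP endpoint.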
Tau fluor counter = counter-screen for tau fibril formation inhibitors; tau K18 P301L (four-repeat tau fragment) Alexa594 fluorescence, heparin fibrillization; Potency, µM (doses to about 57.7 µM), for inactives: top-dose activity change, negative = decrease; actives 0.93% (n = 280,000); AID 1463; further: on the % scale 0 is the no-effect control and ±100 the full control effect; nearly all actives have a fitted effect of over 55% in size
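Human K18 P301L tau (15 uM unlabeled plus 0.24 uM Alexa 594-labeled, final) in 100 mM sodium acetate pH 7 was mixed with compound and 20 uM heparin and incubated 6 hr at 37 C.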
L3MBTL1 inh = L3MBTL1 (human) inhibition. Q9Y468. AlphaScreen L3MBTL1–H3K9me1 peptide binding. Potency, µM (top dose mostly 57.1 µM), for inactives: top-dose activity, negative = inhibition, most hits filed as inhibitors. actives 0.66% (n = 230,000); further: on the % scale 0 is the no-effect control and ±100 the full control effect; nearly all actives have a fitted effect of over 60% in size
Target sequence (Q9Y468 whole entry, looked up): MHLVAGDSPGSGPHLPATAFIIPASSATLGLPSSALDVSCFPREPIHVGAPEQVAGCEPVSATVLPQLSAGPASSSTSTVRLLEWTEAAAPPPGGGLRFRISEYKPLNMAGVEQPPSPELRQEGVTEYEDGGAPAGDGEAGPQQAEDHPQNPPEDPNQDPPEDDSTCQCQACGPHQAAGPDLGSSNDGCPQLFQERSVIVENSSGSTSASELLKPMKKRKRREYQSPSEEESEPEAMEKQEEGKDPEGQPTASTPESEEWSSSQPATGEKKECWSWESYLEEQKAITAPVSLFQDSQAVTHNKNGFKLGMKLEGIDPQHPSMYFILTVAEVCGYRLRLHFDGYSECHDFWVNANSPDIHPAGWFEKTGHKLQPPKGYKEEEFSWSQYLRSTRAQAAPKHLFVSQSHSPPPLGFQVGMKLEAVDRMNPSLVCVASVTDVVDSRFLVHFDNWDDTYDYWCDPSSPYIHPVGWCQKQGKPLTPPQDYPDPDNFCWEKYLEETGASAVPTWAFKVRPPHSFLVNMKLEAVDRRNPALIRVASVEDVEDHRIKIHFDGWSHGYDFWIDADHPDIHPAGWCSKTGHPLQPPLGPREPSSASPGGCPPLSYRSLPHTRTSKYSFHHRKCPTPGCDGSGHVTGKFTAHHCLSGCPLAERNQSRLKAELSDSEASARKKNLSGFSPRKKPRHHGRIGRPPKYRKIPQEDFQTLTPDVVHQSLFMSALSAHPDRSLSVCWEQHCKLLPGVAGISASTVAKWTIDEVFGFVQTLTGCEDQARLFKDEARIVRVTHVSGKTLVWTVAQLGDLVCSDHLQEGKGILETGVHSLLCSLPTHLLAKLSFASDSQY
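Read-out is AlphaScreen signal from streptavidin donor and nickel chelate acceptor beads (10 ug/mL final each) bridging L3MBTL1 (50 nM) and biotinylated K9-monomethylated H3(1-15) peptide (75 nM), after 30 min compound exposure at room temperature.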
TexasRed fluor = Texas Red fluorescence interference in TRb-SRC2 counter-screen; TRb/SRC2 Texas Red total fluorescence interference; Potency, µM (series often up to 106 µM), without a hit: at the top dose fluorescence change, negative = quenching; actives 0.29% (n = 280,000); AID 1479; active means well fitted curve in either direction with a large enough effect; inconclusive means small, poorly fitted or top-dose-only effect; further: on the % scale 0 is the no-effect control and ±100 the full control effect
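Human TRβ ligand-binding domain (0.6 uM) and Texas Red SRC2 peptide (20 nM) in Tris buffer with 1 uM T3 and 5% DMSO were incubated with pinned compound for 5 hr at ambient temperature. Total fluorescence was computed as S + 2P (555/632 nm).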
HTT ATP protect = protects HTT-Q103 PC12 cells, measured by ATP; actives 0.14% (n = 230,000); Potency, µM (highest dose often 56.4 µM), inactives show cytoprotection (ATP increase), most hits filed as activators; AID 1471; PC12 HTT-Q103 induced, cytoprotection, ATP luminescence, 40 h;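 further: % of control where 0% means no effect; nearly all actives have a fitted effect of over 45% in size; toxic huntingtin expression switched on by the ecdysone agonist tebufenozide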
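Compounds added alongside 100 nM tebufenozide, which induces toxic Q103 huntingtin exon 1-GFP in stable PC12 cells; surviving cells quantified by luminescent ATP measurement. Medium: phenol red-free DMEM, 5% equine and 5% calf serum.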
RECQ1 inh = blocks DNA unwinding by human RECQ1; RECQ1 DNA unwinding, red fluorescence kinetic read; Potency, µM (highest dose often 57.3 µM), without a hit: top-dose activity, negative = inhibition, most hits filed as inhibitors; AID 2549; P46063; actives 0.54% (n = 240,000);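 further: plate controls were vehicle for no effect and no enzyme for full effect; nearly all actives have a fitted effect of over 30% in size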
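RECQ1T1 50 nM; forked duplex (20 bp + 30-nt ss tails) 200 nM, ATP 2 mM final; pH 8.0, 2 mM MgCl2, 2.5 ug/ml poly(dI-dC); 15 min compound preincubation; discontinuous kinetic read over 2 h at RT.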
TRb SRC2 PPI = inhibitors of human thyroid hormone receptor beta-SRC2 interaction | TRbeta-SRC2 peptide binding, fluorescence polarization; receptor liganded with 1 µM T3 | P10828 | actives 0.065% (n = 280,000) | AID 1469 | Potency, µM (highest dose often 106 µM), for inactives: at the top dose activity change, negative = inhibition, most hits filed as inhibitors;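 further: plate controls were bound peptide for no effect and peptide without receptor for full effect; nearly all actives have a fitted effect of over 50% in size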
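A fluorescence polarization screen tested compounds at multiple concentrations against complex formation between 0.6 uM TRb ligand-binding domain and 20 nM Texas Red SRC2 peptide, with 1 uM T3 present; readout after 5 hr.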
The depositor's hits bear a star; i = inactive; ? = inconclusive; · = not tested or not shown; & = joins results of further samples; [ ] = another dose, or the depositor's remark. Unless noted, the call rests on the fitted dose curve; in most records, active means well fitted curve in the direction sought with a large enough effect; inconclusive means small, poorly fitted or top-dose-only effect, or another doubt; inactive means no such curve, though single readings can be large; an effect the other way counts as inactive or inconclusive. Potency means the concentration at half of the fitted maximal effect. Only part of the results is shown; the hit share may differ from the screen's.

SMILES	Tau fibril ThT	Tau FP inhib	Tau fluor counter	L3MBTL1 inh	TexasRed fluor	HTT ATP protect	RECQ1 inh	TRb SRC2 PPI
CC(C)OC(=O)/C(C#N)=C/c1ccc(-c2ccc(SC(F)F)cc2)o1	1%	-1%	-14%	10%	-4%	12%[10 µM]	8%	2%
C=C(C)Cn1c(-c2ccc(OC)cc2)nc2ccccc21	?	-9%	-16%	-1%	-3%	10%	1%	-3%
CCS(=O)(=O)N1CC(=O)N(c2ccccc2C)C(C)(C(=O)NC2CCCCC2)C1 (stereo unspecified)	3%	-2%	6%	·	-11%	·	·	1%
CN(C)S(=O)(=O)c1ccc(C(=O)OCC(=O)Nc2ccc(OC(F)F)cc2)cc1	?	-17%	1%	·	1%	0%[10 µM]	12%	1%
O=C(c1ccc([N+](=O)[O-])cc1)N(Cc1ccccc1)c1ccccn1	-3%	0%	-6%	?	-2%	-3%[10 µM]	i	5%
O=C(C1CCN(S(=O)(=O)c2cccc3cccnc23)CC1)N1CCN(C2CCCC2)CC1	-1%	10%	2%	-1%	1%	10%	-18%	4%
Cc1ccc(C(=O)Nc2ccccc2C(=O)O)cc1S(=O)(=O)N1CCCCCC1	-5%	5%	-5%	·	9%	·	·	2%
Cn1cc(C[C@H](C(=O)O)N2C(=O)c3ccc(C(=O)O)cc3C2=O)c2ccccc21	·	·	·	-4%	-2%	·	i	-7%
COc1ccc(OC)c(NC(=O)Cc2c(C(=O)O)[nH]c3ccc(Cl)cc23)c1	?	14%	-16%	·	-1%	·	·	-4%
O=C(Nc1ccc(Cl)cc1Cl)c1cc(S(=O)(=O)NCc2ccc3c(c2)OCO3)ccc1F	7%	-18%	-5%	·	-2%	·	·	0%
O=C(COC(=O)CNC(=O)C12CC3CC(CC(C3)C1)C2)NC1CCS(=O)(=O)C1 (stereo unspecified)	7%	4%	9%	3%	-1%	-11%[10 µM]	-2%	-3%
CCC(C)NC(=O)c1ccccc1NC(=O)COc1ccc(OC)cc1 (stereo unspecified)	-7%	12%	-1%	·	2%	6%	11%	5%
C[C@@H]1NC(=O)[C@H](CC(N)=O)NC(=O)c2cc([N+](=O)[O-])cc(I)c2OCC[C@@H](C(=O)NC(CC(=O)O)C(N)=O)NC1=O (stereo partly specified)	-4%	5%	2%	0%	-3%	·	10%	0%
COc1ccc(NC(=O)COC(=O)c2ccc(OCc3c(C)noc3C)cc2)cc1OC	-17%	8%	-14%	-3%	-1%	14%	-11%	-1%
COCCOC(=O)c1[nH]c2c(c1C)C(=O)C(C(=O)OC)C(C)C2 (stereo unspecified)	-11%	-4%	-8%	·	1%	-50%[inhibitor]	1%	-9%
COc1ccccc1N(CC(=O)N1CCCCC1)S(=O)(=O)c1ccccc1	-6%	-6%	-6%	·	-4%	-18%	i	-5%
Cc1c(NC(=O)C(C)NCC2CCCO2)c(=O)n(-c2ccccc2)n1C (stereo unspecified)	-13%	1%	0%	2%	-1%	-12%	-5%	-7%
O=C(NCc1ccc2c(c1)OCO2)C1CCN(S(=O)(=O)c2ccc(Br)s2)CC1	-3%	-2%	-27%	·	4%	3%[10 µM]	7%	4%
COc1ccc(NC(=O)c2c(NC(=O)CCC(=O)O)sc(-c3ccccc3)c2C)cc1	?	-4%	-7%	-1%	1%	-1%	-4%	3%
Cc1cc(NCCN2CCOCC2)n2nc(C)c(-c3ccc(Cl)cc3)c2n1	-1%	0%	8%	·	-1%	-8%	22%	-5%
O=C(O)C1C2CCCCC2=C2CCCCC2C1C(=O)O (stereo unspecified)	-5%	-5%	-4%	?	1%	-12%	0%	0%
Cc1ccccc1S(=O)(=O)Cc1ccc(C(=O)NC2CCCCC2)o1	-10%	-1%	-16%	·	?	·	·	-26%
Cc1ccc(C(=O)N/C(=C\c2cn(S(=O)(=O)N(C)C)c3ccccc23)C(=O)NCCCn2ccnc2)cc1	1%	-3%	-13%	·	-2%	·	·	-1%
Cc1nn(C(C)C(=O)NCCCc2ccccc2)c(=O)c2cc3occc3n12 (stereo unspecified)	-15%	-9%	-12%	·	-2%	-6%	13%	-12%
COc1cccc(CC(=O)Nc2nccs2)c1	0%	0%	9%	-3%	-5%	-1%[10 µM]	-4%	-1%

Exported in CSV form: entries from further up.
mol,Tau fibril ThT,Tau FP inhib,Tau fluor counter,L3MBTL1 inh,TexasRed fluor,HTT ATP protect,RECQ1 inh,TRb SRC2 PPI
O=C(O)C1C2CCCCC2=C2CCCCC2C1C(=O)O (stereo unspecified),-5%,-5%,-4%,?,1%,-12%,0%,0%
O=C(COC(=O)CNC(=O)C12CC3CC(CC(C3)C1)C2)NC1CCS(=O)(=O)C1 (stereo unspecified),7%,4%,9%,3%,-1%,-11%[10 µM],-2%,-3%

Next entries
SMILES	Tau fibril ThT	Tau FP inhib	Tau fluor counter	L3MBTL1 inh	TexasRed fluor	HTT ATP protect	RECQ1 inh	TRb SRC2 PPI
COC(=O)c1ccccc1NC(=O)CSc1nnc(-c2ccncc2)o1	-13%	-4%	-1%	-9%	1%	-1%[10 µM]	-6%	9%
CCn1cc(C(=O)NC2CCC(C)CC2)c(=O)c2cc(S(=O)(=O)N3CCCCC3)ccc21 (stereo unspecified)	-18%	-11%	-27%	·	3%	-21%[0.074 µM]	i	-9%
Cc1cc(C)c(S(=O)(=O)N(C)CC(N)=O)c(C)c1	-5%	-8%	-8%	9%	2%	-40%[10 µM]	-1%	-17%
O=C1c2oc3ccccc3c(=O)c2C(c2ccc(O)cc2)N1c1nccs1 (stereo unspecified)	1%	?	-20%	·	6%	15%	-7%	4%
CC(C(=O)NCC1(c2ccccc2)CCCC1)N1CCCC1 (stereo unspecified)	-6%	-1%	0%	-5%	1%	-12%[10 µM]	0%	-2%
Cc1ccccc1NC(=S)C1=C(O)c2sccc2N(C)S1(=O)=O	?	-3%	-11%	·	1%	-35%	i	-17%
CC1CCN(c2ccccc2NC(=O)c2ccc(N3CCOCC3)c([N+](=O)[O-])c2)CC1	-11%	-8%	-8%	-12%	2%	24%[10 µM]	3%	5%
COc1cc(C(=O)NCCC(=O)NC2CCCCCCC2)cc(OC)c1OC	0%	-6%	-5%	5%	1%	-13%	-1%	6%
Cc1cc(C)cc(OCC(=O)Nc2ccc3c(c2)OCO3)c1	-10%	2%	-11%	-9%	-4%	0%[10 µM]	13%	-5%
Cc1cccc(N(CC(=O)NCCSc2ccc(Cl)cc2)S(C)(=O)=O)c1C	-10%	-3%	-26%	·	-4%	·	·	10%
CNC(=S)NNC(=O)COc1cccc(C)c1C	2%	3%	0%	11%	-7%	1%[10 µM]	-9%	-1%
O=C(CCc1ccc(Oc2cc([N+](=O)[O-])cc([N+](=O)[O-])c2)cc1)Nc1cccc(Cl)c1	2%	5%	-2%	-10%	0%	18%[10 µM]	0%	14%
O=C(c1ccc(Cl)cc1)c1c[nH]c(C(=O)NNc2cccc(Cl)n2)c1	7%	-11%	-9%	-3%	-2%	·	-13%	-5%
CCC1=NN2C(=N)/C(=C/c3cc(C)n(-c4ccccc4)c3C)C(=O)N=C2S1	-9%	0%	-9%	-10%	-1%	-21%[10 µM]	16%	-2%
Cc1ccc(C2=NN=C(NC(=O)CSc3nncn3C)SC2)cc1	22µM*	?	-18%	-14%	-3%	-6%[10 µM]	i	0%
N#Cc1c(NC2CCCCC2)nc(-c2ccco2)c2c1CCCC2	-14%	-3%	-13%	·	-3%	-2%	-4%	2%
O=C(CC(C(=O)N1CCc2ccccc21)n1ccnc1)N1CCc2ccccc2C1 (stereo unspecified)	?	-5%	-5%	-14%	-6%	-21%[0.074 µM]	3%	3%
CCN1CCN(c2ncc3c(n2)CCN(Cc2ccc(OC(C)C)cc2)C3)CC1	-14%	-4%	-3%	·	-1%	·	·	-4%
CN1C(=O)S/C(=C\c2ccccc2OCc2ccc(C(=O)O)cc2)C1=O	-9%	0%	-8%	·	-2%	-8%	-7%	6%
NC(=O)CCN1CCN(CCOC2Cc3cc(Cl)ccc3Sc3ccccc32)CC1 (stereo unspecified)	-15%	-3%	-12%	-12%	-3%	·	6%	3%
Cc1cccc(NC(=O)/C(C#N)=C\c2cccnc2)c1	-16%	10%	-1%	3%	0%	19%[10 µM]	-5%	-11%
CC1CCc2c(sc3nnn(CC(=O)Nc4cccc(C(F)(F)F)c4)c(=O)c23)C1 (stereo unspecified)	7%	?	?	·	?	·	·	-5%
Cc1c(Cl)cccc1NC(=S)N/N=C/c1ccccc1Cl	·	0%	11%	·	0%	0%[10 µM]	i	1%
CC1CCN(c2nc3nonc3nc2N2CCC(C)CC2)CC1	1%	9%	6%	-3%	-3%	3%[10 µM]	3%	-4%
O=S(=O)(NCC(c1ccco1)N1CCN(c2ccccc2)CC1)c1cc(F)ccc1F (stereo unspecified)	?	17%	?	·	-1%	·	·	6%
Cc1ccc(C(=O)c2cc([N+](=O)[O-])ccc2N2CCCCC2)cc1C	-18%	7%	-24%	-14%	0%	-53%[inhibitor][10 µM]	-12%	-3%
COc1ccc(C2/C=C\CN(C(=O)Oc3ccccc3)CC(=O)N2Cc2ccc(F)cc2)cc1 (stereo unspecified)	-6%	0%	3%	·	-2%&-1%	2%[10 µM]	-10%	10%&-5%
N#Cc1nc(-c2ccc(Cl)cc2)oc1NCc1cccc2c1OCO2	-1%	-7%	-23%	·	0%	-34%	i	-6%
CC(=O)N1CCC(=O)Nc2ccc([N+](=O)[O-])cc21	2%	7%	2%	·	0%	-39%[inhibitor]	-21%	4%

Profiles as entered above.
O=C(O)C1C2CCCCC2=C2CCCCC2C1C(=O)O (stereo unspecified) in the list: Tau fibril ThT: -5%; Tau FP inhib: -5%; Tau fluor counter: -4%; L3MBTL1 inh: ?; TexasRed fluor: 1%; HTT ATP protect: -12%; RECQ1 inh: 0%; TRb SRC2 PPI: 0%
Cc1ccccc1NC(=S)C1=C(O)c2sccc2N(C)S1(=O)=O in the list: Tau fibril ThT: ?; Tau FP inhib: -3%; Tau fluor counter: -11%; L3MBTL1 inh: ·; TexasRed fluor: 1%; HTT ATP protect: -35%; RECQ1 inh: i; TRb SRC2 PPI: -17%

Compound activity from PubChem BioAssay.
